Screening results (PubChem BioAssay)
Rin1-Abl PPI inh = inhibitors of Rin1-Abl protein binding, primary screen, biochemical, TR-FRET. 360,000 compounds, 0.4% hits. AID 588664, 2011. Tyrosine-protein kinase ABL1 (Homo sapiens) + Ras and Rab interactor 1 (Homo sapiens), …. inhibition, % at 7.35 µM; in the data active means inhibition above about 5%, passing the limit was not always enough
MsrA inh = bovine MsrA enzyme inhibitors, primary screen, biochemical, absorbance, HTS; purified bovine MsrA, absorbance read-out; 360,000 compounds, 0.75% hits; Methionine sulfoxide reductase A (Bos taurus); inhibition, % at 15.5 µM; in the data active means inhibition above about 4.5%;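 further: 0% = vehicle wells with enzyme and 100% = reference inhibitor wells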
PABP1 MLLE inh = inhibitors of PABP1 MLLE–PAM2 peptide binding, primary screen, biochemical, fluorescence polarization, FITC-PAM2, GST-MLLE; Polyadenylate-binding protein 1 (Homo sapiens), P11940; inhibition, % at 20 µM; 360,000 compounds, 0.36% hits; in the data active means inhibition above about 35%, passing the limit was not always enough;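 further: plate controls were DMSO wells with GST-MLLE for no effect and wells lacking GST-MLLE protein for full effect; some results filed as inactive read as strong as hits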
MsrA act = bovine MsrA enzyme activators, primary screen, biochemical, absorbance, HTS | Methionine sulfoxide reductase A (Bos taurus) | purified bovine MsrA, absorbance read-out | activation, % at 10.6 µM | 360,000 compounds, 0.3% hits | AID 602163, 2012; in the data active means activation above about 7.5%;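 further: 0% = vehicle and 100% = reference activator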
FAS-TE inh = FAS thioesterase domain inhibitors, primary screen, biochemical, fluorescence intensity, uHTS; Fatty acid synthase (Homo sapiens), P49327; recombinant FAS-TE, OMFH fluorogenic substrate, fluorescence endpoint; inhibition, % at 15 µM; 360,000 compounds, 0.67% hits; AID 602261, 2012;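 active means compounds whose normalised, plate-corrected inhibition of enzyme fluorescence in the single-dose primary screen is 50% or more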;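 further: 0% = DMSO with enzyme and 100% = substrate without enzyme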
CSN deneddyl inh = inhibitors of CSN-mediated cullin deneddylation, primary screen, biochemical, fluorescence polarization, uHTS; COP9 signalosome complex subunit 5 (Homo sapiens), Q92905; Purified CSN, SCF-Nedd8-OG deneddylation; inhibition, % at 12.5 µM; 360,000 compounds, 0.38% hits; AID 651999, 2013;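 active means pattern-corrected inhibition above about 35%, with an unprinted fluorescence ratio check between 0.5 and 1.5, limit read from the data, passing the limit was not always enough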;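 further: 0% = enzyme with substrate and 100% = substrate without enzyme; some results filed as inactive read as strong as hits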
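Assay system: purified human Csn5 enzyme expressed in HEK293T cells; Input: 0.24 nM Csn5 enzyme, final concentration; Reagent: 10 nM SCFSkp2-Nedd8OG; Compound dosing: 12.5 µM single point; Times: reaction 90 min, room temperature; Technique: fluorescence polarization readout.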
Tb MetRS inh = T. brucei MetRS inhibitors, primary screen, biochemical, luminescence | purified T. brucei MetRS, ATP depletion, Kinase-Glo luminescence | AID 624268, 2012 | inhibition, % at 11.9 µM | 360,000 compounds, 0.4% hits | methionyl-tRNA synthetase (Trypanosoma brucei brucei);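 active means inhibition above a per-plate cutoff of the control wells' mean inhibition plus 3 SD, cut at about 5.5% in these data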;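 further: 0% = DMSO wells median and 100% = median of wells with control inhibitor compound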
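Material – parasite MetRS enzyme · Medium – HEPES-MgCl2-KCl buffer plus DTT, spermine, BSA, pyrophosphatase · Reagent – ATP, methionine and E. coli bulk tRNA substrates · Times – 15 min enzyme-compound preincubation, 2 h reaction, 10 min detection, 25 °C · Measured by – luminescence of leftover ATP · Evaluation – percent inhibition relative to median high and low control wells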
Neddylation inh = inhibitors of cullin neddylation, primary screen, biochemical, TR-FRET, uHTS, NAE and Ubc12 | calls only at 25 µM | 360,000 compounds, 0.58% hits | NEDD8-conjugating enzyme Ubc12 (Homo sapiens) + NEDD8-activating enzyme E1 regulatory … | AID 651699, 2012; in the data active means inhibition above about 36%
eLon inh = inhibitors of E. coli Lon protease, primary screen, biochemical, fluorescence polarization. P0A9M0. purified E. coli Lon protease. inhibition, % at 7.94 µM. 360,000 compounds, 0.42% hits; in the data active means inhibition above about 13%, passing the limit was not always enough;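 further: 0% = enzyme with probe and DMSO and 100% = no enzyme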
* marks the source's active call; other numbers are inactive results; i = inactive; x = no result given; & = joins results of further samples.

SMILES	Rin1-Abl PPI inh	MsrA inh	PABP1 MLLE inh	MsrA act	FAS-TE inh	CSN deneddyl inh	Tb MetRS inh	Neddylation inh	eLon inh
CCCC(=O)NC(=S)Nc1c(C)cc(Br)cc1C	0	1.1	19	0	5	1	-0.7	i	2
Cc1cccc(C(=O)Nc2nnc(S(=O)(=O)N3CCC(C)CC3)s2)c1	-5	-0.8	-55	-9	-2	2	-0.8	i	-1
O=[N+]([O-])c1ccc(-c2nnc(-c3ccccc3)c(N3CCOCC3)n2)cc1	3	-1.5	4	-1	13	5	-0.3	i	-6
S=C(NCc1ccccc1)NNc1nc2ccccc2[nH]1	0	-0.6	11	0	-18	-1	4.2	i	-3
CN1C(=O)[C@@](O)(c2cn(C)c3ccccc23)c2cc(F)ccc21	x	1.0	x	x	x	1	0.0	i	x
Cc1cn([C@H]2C[C@H](O)[C@@H](/C=C/C(=O)NCc3ccco3)O2)c(=O)[nH]c1=O	3	-1.1	9	-3	-6	1	0.3	i	-4
Cc1nnc(NC(=O)Cc2cccs2)s1	3	2.1	-4	-4	-7	0	-1.8	i	-5
CCC(=O)N1CCc2cc(S(=O)(=O)CCC(=O)Nc3ccc(F)c(F)c3)ccc21	-1	-0.1	21	-3	-3	1	-0.6	i	-7
Cc1cccc(NC(=O)COC(=O)c2ccccn2)c1	-1	0.8	-10	0	-7	-7	0.3	i	-5
Cc1cc(C)nc(NC(=O)/C=C/c2ccc3c(c2)OCO3)c1	5	1.9	9	-7	-2	5	-0.9	x	-5
O=C(c1cccc(S(=O)(=O)N2CCOCC2)c1)N(Cc1nnc(-c2ccccc2Cl)o1)C1CC1	6	0.1	-15	-10	2	-2	-0.2	i	7
O=C(CSCc1c(Cl)cccc1Cl)Nc1ccccc1C(=O)N1CCOCC1	3	0.1	4	2	0	2	0.3	i	-11
C=Cc1ccc(CN2CCCN(Cc3ccc(F)cc3)S2(=O)=O)cc1	-4	-0.7	0	-2	25	1	-0.5	i	2
CCOn1c(=O)c(-c2ccc(Cl)cc2)[n+]([O-])c2ccccc21	-2	0.1	5	-3	-6	5	0.4	i	-1
COC(CNS(=O)(=O)c1ccc(Cl)cc1)c1ccccc1 (stereo not drawn)	-2	-0.7	-14	-7	0	-2	0.6	i	7
CCN(CC)c1ccc(C=Nc2cc(C)cc(C)c2)c(O)c1	-2	3.8	-14	-7	14	-8	-0.4	i	-14
O=C(CSc1nnc(CN2CCOCC2)n1-c1ccc(Cl)cc1)Nc1cc(Cl)ccc1O	-1	-0.5	-4	-3	-3	2	0.6	i	4
Cc1sc2ncnc(N3CCC(C(=O)Nc4nnc(CC(C)C)s4)CC3)c2c1C	-1	-0.6	-1	-2	4	-3	-0.2	i	8
Cc1ccccc1NS(=O)(=O)c1ccc2c(c1)NC(=O)CO2	4	0.1	1	-2	-4	-8	-0.3	i	5
CC(C)(C)c1ccc(C(=O)CCC(=O)NCc2ccccc2)cc1	2	1.5	-26	-4	8	2	-0.4	i	-13
CSCc1c(C(=O)NC2CCCc3ccccc32)oc2ccccc12 (stereo not drawn)	0	0.5	7	-5	23	-4	-0.4	i	0
O=C(Nc1cccc(C(=O)N2CCN(Cc3ccccc3)CC2)c1)c1ccccc1	-2	0.3	6	-2	3	-2	-0.5	i	0
COc1ccc([C@H]2C[C@H](O)[C@@H](n3cc(-c4ccc(F)cc4)nn3)CN2Cc2cccs2)cc1	1	-0.1	0	-1	33	1	-1.3	i	-8
NC(=O)c1cc2n(n1)C(C(F)(F)F)CC(c1ccco1)N2 (stereo not drawn)	1	0.1	-4	-2	-12	5	0.3	i	0
COc1ccc(NC(=O)CN2C(=O)CSc3ncccc32)cc1	0	-0.9	-15	1	0	-4	0.1	i	-1
Nc1cc(-c2ccccc2)nn1Cc1ccccc1	3	1.0	14	-1	-1	-12	-0.1	i	1
CCc1ccc(CN2CCC(n3nccc3NC(=O)c3ccc4c(c3)OCO4)CC2)cc1	-2	-1.3	-10	-6	-1	2	-0.7	i	-9
Cc1ccc(S(=O)(=O)Nc2ccc(C(=O)NCc3ccccn3)cc2)cc1	-3	-0.7	-3	-3	0	3	0.1	i	7
O=C1C[C@@H]2c3c(cccc3CN1Cc1ccccc1Cl)C[C@@H](O)[C@H]2O	1	-0.3	2	-3	-3	-4	0.3	i	-2
COc1cc(OC)cc(C(=O)N[C@H](C(=O)Nc2ccc(F)cc2F)C(C)C)c1	2	1.5	-3	-1	0	-2	-0.9	i	1

Compound profiles, from the list above. Order of screens: Rin1-Abl PPI inh, MsrA inh, PABP1 MLLE inh, MsrA act, FAS-TE inh, CSN deneddyl inh, Tb MetRS inh, Neddylation inh, eLon inh
O=C1C[C@@H]2c3c(cccc3CN1Cc1ccccc1Cl)C[C@@H](O)[C@H]2O in the list: 1, -0.3, 2, -3, -3, -4, 0.3, i, -2
O=C(CSc1nnc(CN2CCOCC2)n1-c1ccc(Cl)cc1)Nc1cc(Cl)ccc1O in the list: -1, -0.5, -4, -3, -3, 2, 0.6, i, 4
CCc1ccc(CN2CCC(n3nccc3NC(=O)c3ccc4c(c3)OCO4)CC2)cc1 in the list: -2, -1.3, -10, -6, -1, 2, -0.7, i, -9

Following part
SMILES	Rin1-Abl PPI inh	MsrA inh	PABP1 MLLE inh	MsrA act	FAS-TE inh	CSN deneddyl inh	Tb MetRS inh	Neddylation inh	eLon inh
O=C(NCCS(=O)(=O)NCc1ccc(Cl)cc1)c1ccccc1	-4	-1.3	-4	-2	-4	-2	-0.2	i	0
Cc1ccc(C)c(NC(=S)NNC(=O)c2csc(C(C)C)c2)c1	-2	-0.5	39*	-6	-2	-1	-0.7	i	-9
CCOC(=O)CSC(C)C(=O)Nc1nnc(C(C)C)s1 (stereo not drawn)	-2	-0.3	-4	0	-2	2	0.4	i	-6
Cc1ccc(NC(=S)N2CCCC2)cc1C	-4	-1.3	-97	-2	-6	7	-0.5	i	-6
COCCNC(=O)c1ccc(Cl)c(Cl)c1	2	-0.2	4	-10	-5	3	-1.3	i	-1
Cc1ccc(C2C(C(=O)c3cc4ccccc4o3)=C(O)C(=O)N2CCN2CCOCC2)cc1 (stereo not drawn)	-5	1.6	-16	-6	3	3	0.1	i	-16
C=CCn1c(SCC(=O)Nc2cccc3ccccc23)nnc1-c1cnccn1	-2	0.8	-29	-10	-8	1	-0.4	i	6
CC(=O)N/C(=C/c1ccc2c(c1)OCO2)C(=O)NCC(=O)O	4	0.3	4	-12	-11	4	-0.9	i	2
CCN(CC)S(=O)(=O)c1ccc(NS(=O)(=O)c2ccc(O)c([N+](=O)[O-])c2)cc1	2	0.3	4	-11	-7	-11	-0.1	i	-8
CN(C)c1cccc2c1c(NC(=O)Nc1ccc(F)cc1F)nn2C	1	1.1	-3	-1	2	-1	0.0	i	-7
CCOc1ccc(-n2c(Cc3cc(=O)[nH]c(=O)[nH]3)nnc2SC(C)C(=O)OC)cc1 (stereo not drawn)	-1	1.5	17	-2	-6	-4	0.0	i	10
CC(C)N(Cc1ccccc1)C(=O)COC(=O)c1ccc(S(=O)(=O)N2CCOCC2)cc1	3	-0.6	-4	-1	2	-6	0.3	i	-7
N#Cc1cccc(NC(=O)c2cc(C3CCCCN3C(=O)CCCc3ccccc3)on2)c1 (stereo not drawn)	-3	0.0	7	-11	22	2	-0.5	i	6
O=C1C=C(NNC(=O)c2cccnc2)CC(c2ccco2)C1 (stereo not drawn)	2	0.6	45*	-4	-10	-7	-0.2	i	46*
CCN(Cc1ccccc1)C(=O)CN1C(=S)NC(C)(C)CC1C (stereo not drawn)	-1	0.2	-44	-4	-4	1	0.0	i	-11
CC(C)(C)OC1NS(=O)(=O)OCC1NCOC(Cl)(Cl)Cl (stereo not drawn)	5	-0.7	27	-3	-9	1	-0.3	i	0
COc1ccc(S(=O)(=O)N(CC(=O)N/N=C/c2ccccc2C(=O)O)c2ccccc2OC)cc1	-1	0.8	-7	-7	-4	-6	-0.4	i	-3
N#Cc1ccc(CN(Nc2ccccc2)c2ccccc2)cc1	-3	1.4	0	-5	24	-4	-0.3	i	-3
Cc1cccc(NC(=O)C2CC2c2ccccc2)c1C (stereo not drawn)	-4	-0.8	6	-2	2	1	-0.3	i	-1
COc1ccc(-c2nc3cnccn3c2NC2CCCCC2)cc1-c1cccc(Cl)c1	1	-0.2	-14	4&-2	25&32	2&9	1.0&-0.1	x	-9&-25
COc1ccc(-c2cc(C(F)(F)F)nc(-n3cc(Br)cn3)n2)cc1	2	1.1	-5	-13	20	-2	-1.2	x	-5
COC(=O)c1sc2nc(C)nc(SCC(=O)N3CCC(C(=O)O)CC3)c2c1C	-5	1.8	20	-4	-9	-2	-0.1	i	-4
Cc1ccccc1N1CCN(C(=S)c2ccccc2)CC1	-2	1.1	6	-7	22	0	-1.0	i	11
O=C1NC(=S)N/C1=C/C=C/c1ccccc1	-6	4.7*	0	-4	-3	3	0.0	i	3
Cc1ccc(-c2cnc(C(O)c3ccc(C)cc3)[nH]2)cc1 (stereo not drawn)	3	-0.8	1	-5	-5	1	-0.1	i	2
Cc1cccc(C)c1NC(=O)CN1C(=O)CCSc2ccc(S(=O)(=O)N3CCCC3)cc21	1	-0.3	13	-1	-4	1	-0.3	i	6
COc1cc(OC)c(N(C)S(=O)(=O)c2cccc(C(=O)Nc3nc(C)cs3)c2)cc1Cl	3	0.2	0	-3	31	-3	-0.1	i	-8
COc1ccc([C@@H]2[C@@H]3C(=O)N(C(C)(C)C)C(=O)[C@@H]3[C@]3(CC(C)C)C(=O)N(c4cccc(F)c4)C(=O)N23)cc1	1	-0.3	11	-2	14	-6	0.0	i	5
CC1CN(c2ccc([N+](=O)[O-])nc2)CC(C)O1 (stereo not drawn)	0	0.9	-6	0	-3	-11	-0.2	i	2
COC(OC)C(C)NC(=O)NC(=O)c1ccccc1Cl (stereo not drawn)	0	-1.0	6	-1	-7	-3	0.3	i	1
O=C(CCNS(=O)(=O)c1ccccc1)NNC(=O)C1COc2ccccc2O1 (stereo not drawn)	0	0.5	14	-4	-7	4	-0.4	i	-14
CN=C(C)/C(C(=O)OC)=C(/O)c1ccccc1F	0	0.3	-3	-5	-5	-4	-0.9	i	0
CC(NC(=O)Cc1cccs1)C(c1cccs1)N1CCOCC1 (stereo not drawn)	0	-0.8	18	-2	-3	2	-0.6	i	-7
CCc1ccc(N2NC(=O)/C(=C/C=C/c3ccco3)C2=O)cc1	3	0.6	11	-4	-16	-5	-1.1	i	-4
O=C(NCCN1CCOCC1)c1cnn2c(-c3ccccc3)cc(-c3ccccc3)nc12	-7	2.7	-2	-13	3	3	-1.9	x	-4
Cc1ccc(-c2cc(Cc3ccccn3)c(=O)[nH]n2)cc1	0	-1.2	-6	-4	-4	1	0.2	i	0
